TRb-SRC2 inh – inhibitors of human thyroid hormone receptor beta-SRC2 interaction | P10828 | Potency, µM (series often up to 106 µM), without a hit: at the top dose activity change, negative = inhibition, actives largely listed as inhibitors | 280,000 tested, 0.065% active | AID 1469 | TRbeta-SRC2 peptide binding, fluorescence polarization; receptor liganded with 1 µM T3;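 also: plate controls were bound peptide for no effect and peptide without receptor for full effect; nearly all actives have a fitted effect of over 50% in size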
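A fluorescence polarization screen tested compounds at multiple concentrations against complex formation between 0.6 uM TRb ligand-binding domain and 20 nM Texas Red SRC2 peptide, with 1 uM T3 present; readout after 5 hr.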
Tau fibril FP – blocks human tau fibril formation measured by polarization. Potency, µM (top dose mostly 57.7 µM), for the others: at the highest dose activity, negative = inhibition, usual class: inhibitors. AID 1468. 280,000 tested, 0.39% active. K18 P301L tau heparin fibrillization, Alexa594 FP, 6 h. P10636; also: nearly all actives have a fitted effect of over 55% in size
Target sequence (P10636 561-689 P618L limits assumed): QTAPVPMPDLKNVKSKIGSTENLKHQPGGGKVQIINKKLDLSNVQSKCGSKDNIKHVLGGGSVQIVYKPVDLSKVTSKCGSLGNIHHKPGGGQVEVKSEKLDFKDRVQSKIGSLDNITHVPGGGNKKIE
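FP of Alexa 594-tau after heparin (20 uM) induction. Substrate: human K18 P301L, 15 uM unlabeled, 0.24 uM labeled. Buffer 100 mM sodium acetate pH 7. 6 hr, 37 C.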
JMJD2E inh – inhibitors of human JMJD2E histone demethylase; B2RXH2; JMJD2E catalytic domain, FDH-coupled NADH fluorescence (FDH is formaldehyde dehydrogenase); Potency, µM (doses to about 57.1 µM), inactives show at the top dose activity change, negative = inhibition, usual class: inhibitors; 230,000 tested, 1.6% active; AID 2147; active = well fitted inhibition curve with a large enough effect, not every such curve was filed as active; inconclusive = small, poorly fitted or top-dose-only effect, or another doubt; inactive = no such curve, though single readings can be large or run the other way;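 also: 0% = wells with enzyme and -100% = buffer wells without enzyme; nearly all actives have a fitted effect of over 50% in size; many of its hits are not listed in these tables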
Target sequence (B2RXH2 1-337 limits assumed): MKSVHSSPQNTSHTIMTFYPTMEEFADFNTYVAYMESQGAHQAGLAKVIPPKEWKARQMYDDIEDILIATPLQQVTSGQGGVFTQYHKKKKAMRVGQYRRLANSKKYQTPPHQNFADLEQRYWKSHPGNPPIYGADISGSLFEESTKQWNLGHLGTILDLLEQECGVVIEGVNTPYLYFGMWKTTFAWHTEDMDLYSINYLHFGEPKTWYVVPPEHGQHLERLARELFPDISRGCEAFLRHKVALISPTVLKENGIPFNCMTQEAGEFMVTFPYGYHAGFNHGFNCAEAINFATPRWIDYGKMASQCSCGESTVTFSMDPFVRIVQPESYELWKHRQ
RECQ1 inh – blocks DNA unwinding by human RECQ1; RECQ1 DNA unwinding, red fluorescence kinetic read; Potency, µM (titrated, usually from 57.3 µM), for the others: top-dose activity, negative = inhibition, actives largely listed as inhibitors; 240,000 tested, 0.54% active;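 also: plate controls were vehicle for no effect and no enzyme for full effect; nearly all actives have a fitted effect of over 30% in size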
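50 nM RECQ1T1 preincubated 15 min with compound in Tris pH 8.0 buffer with MgCl2, DTT, Tween-20 and 2.5 ug/ml poly(dI-dC); started with 200 nM TAMRA/BHQ-2 forked duplex and 2 mM ATP. Unwinding read as fluorescence (525/598 nm), two reads 2 h apart.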
L3MBTL1 inh – inhibitors of human L3MBTL1; Q9Y468; AlphaScreen L3MBTL1–H3K9me1 peptide binding; Potency, µM (titrated, usually from 57.1 µM), for the others: at the highest dose activity, negative = inhibition, hits mostly inhibitors; 230,000 tested, 0.66% active; also: nearly all actives have a fitted effect of over 60% in size
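AlphaScreen proximity signal between nickel-chelate acceptor and streptavidin donor beads (final 10 ug/mL) reports binding of 50 nM L3MBTL1 to 75 nM biotin-H3 K9me1 peptide; complex incubated with compounds 30 min at room temperature; cefsulodin titration as control.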
TR SRC2 fluor cs – Texas Red fluorescence interference in TRb-SRC2 counter-screen; Potency, µM (top dose mostly 106 µM), for the others: at the top dose fluorescence change, negative = quenching; TRb/SRC2 Texas Red total fluorescence interference; 280,000 tested, 0.29% active; AID 1479; active = well fitted curve in either direction with a large enough effect; inconclusive = small, poorly fitted or top-dose-only effect
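Human TRβ ligand-binding domain (0.6 uM) and Texas Red SRC2 peptide (20 nM) in Tris buffer with 1 uM T3 and 5% DMSO were incubated with pinned compound for 5 hr at ambient temperature. Total fluorescence was computed as S + 2P (555/632 nm).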
RGS12 GoLoco inh – inhibitors of human Gai1-RGS12 GoLoco interaction (red fluorophore). 230,000 tested, 0.44% active. Potency, µM (top dose mostly 61.6 µM), for inactives: at the top dose activity, negative = inhibition, usual class: inhibitors. AID 880. Gai1:RGS12 GoLoco peptide FP, rhodamine, 10 min. P63096; active = well fitted inhibition curve with a large enough effect, not every such curve was filed as active; inactive = no such curve, though single readings can be large or run the other way; also: nearly all actives have a fitted effect of over 30% in size; many of its hits are not listed in these tables
Target sequence (P63096 whole entry, looked up): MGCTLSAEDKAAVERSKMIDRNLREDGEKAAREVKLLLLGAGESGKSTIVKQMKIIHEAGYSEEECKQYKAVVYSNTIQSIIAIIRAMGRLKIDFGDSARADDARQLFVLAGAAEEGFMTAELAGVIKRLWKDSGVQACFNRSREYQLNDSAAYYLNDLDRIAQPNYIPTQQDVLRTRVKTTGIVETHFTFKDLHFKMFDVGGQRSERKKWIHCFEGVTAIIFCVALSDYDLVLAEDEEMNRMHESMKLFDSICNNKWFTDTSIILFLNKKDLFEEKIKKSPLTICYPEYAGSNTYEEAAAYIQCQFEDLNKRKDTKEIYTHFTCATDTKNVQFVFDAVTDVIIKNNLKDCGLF
Tau fibril ThT – tau fibrillization inhibition (ThT binding). P10636. Potency, µM (titrated, usually from 57.4 µM), for the others: at the highest dose activity, negative = inhibition, actives largely listed as inhibitors. recombinant tau K18 P301L, heparin-induced fibrillization, ThT fluorescence. 270,000 tested, 2.1% active; also: nearly all actives have a fitted effect of over 55% in size
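Using a mix of unlabeled (15 uM) and Alexa 594-labeled (0.24 uM) tau K18 P301L, heparin-triggered fibrillization over 6 hr at 37 C was scored by ThT fluorescence.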
* marks the source's active call; other numbers are inactive results; i = inactive; ? = inconclusive; . = not tested or not shown; & = joins results of further samples; [ ] = dose if it differs, or a comment. Unless noted, calls follow the shape of the dose curve; as a rule, active = well fitted curve in the direction sought with a large enough effect; inconclusive = small, poorly fitted or top-dose-only effect, or another doubt; inactive = no such curve, though single readings can be large; an effect the other way counts as inactive or inconclusive. Unless noted, % is scaled to controls: 0 for no effect and ±100 for the full control effect; potency is read from the fitted curve at half-maximal effect. An excerpt; rates above refer to the full screens.

| canonical_smiles | TRb-SRC2 inh | Tau fibril FP | JMJD2E inh | RECQ1 inh | L3MBTL1 inh | TR SRC2 fluor cs | RGS12 GoLoco inh | Tau fibril ThT |
| --- | --- | --- | --- | --- | --- | --- | --- | --- |
| Cc1ccc(CCNC(=O)C2CCCN(C(=O)N(C)C)C2)cc1 (centres undefined) | -11% | 4% | -2% | -7% | . | -2% | -1% | -19% |
| Oc1ccc2ccccc2c1CN1CCN(c2ccccc2)CC1 | 4% | 3% | ? | i | . | -2% | 0% | ? |
| CS(=O)(=O)N1CCN(c2ccccc2NC(=O)c2ccc(Br)o2)CC1 | 0% | 6% | 5% | -13% | -2% | 0% | 3% | -8% |
| C=CCN(CC=C)C(=O)Cc1ccc(F)cc1 | 0% | 0% | 3% | i | -3% | -2% | 5% | 0% |
| CCS(=O)(=O)N1CC(=O)N(c2cc(Cl)ccc2C)C(C)(C(=O)NC2CCCCCC2)C1 (centres undefined) | 1% | -4% | . | . | . | -16% | . | 3% |
| COC(=O)C(C)(C)ONC(=O)Nc1ccccc1Cl | -7% | 2% | -4% | -3% | -14% | -2% | -5% | 1% |
| COc1ccc(S(=O)(=O)c2c(O)c3ccc(C(=O)Nc4ccccc4)cc3[nH]c2=O)cc1 | 3% | 1% | . | . | . | -3% | . | 5% |
| COC(=O)CCSCC(=O)N1N=C(c2ccc(Br)cc2)CC1c1cccc(OC)c1OC (centres undefined) | 3% | 13% | ? | ? | -4% | 3% | -10% | ? |
| O=C(CSc1ncccn1)NCc1ccccc1Cl | -17% | 10% | 1% | -2% | 5% | 4% | 36%[activator] | 1% |
| COc1ccccc1CNC(=O)CC1N=C2c3ccccc3N=C(SCC(=O)Nc3ccc(F)cc3)N2C1=O (centres undefined) | -2% | 2% | . | . | . | -5% | . | 4% |
| O=C(CCC(=O)c1ccc(F)cc1)Nc1ccccc1Cl | -3% | 3% | 12% | 1% | 10% | 0% | 7% | 2% |
| COc1cccc(C(=O)OCn2nnc3ccccc3c2=O)c1 | 4% | -8% | 10% | -11% | 8% | 0% | -8% | -5% |
| CC(N=C1NS(=O)(=O)c2ccccc21)C(=O)N1CCc2ccccc2C1 (centres undefined) | 3% | -1% | -12% | -1% | -2% | 4% | -4% | 0% |
| Cc1nn(-c2ccccc2)c(Cl)c1C(=O)Nc1nnc(C2CCCCC2)s1 | 3% | 8% | 0% | -4% | -1% | -1% | 1% | ? |
| COc1ccc(C(=O)NC(=S)Nc2ccc([N+](=O)[O-])cc2C)cc1OC | 8% | -4% | -8% | 8% | 2% | -3% | 10% | ? |
| O=C(Nc1ccccc1)C1=C[C@H](c2ccc(C(F)(F)F)cc2)C[C@H](OCc2ccc(CO)cc2)O1 | 8% | -2% | -17% | -15% | . | 0% | 2% | -4% |
| CCCOc1ccc(C(=O)N(Cc2cccs2)c2ccc(C)cc2)cc1 | -1% | 0% | . | . | . | 1% | . | -16% |
| COc1ccc(OC)c(NC(=O)C(=O)NNC(=O)c2cccs2)c1 | -2% | ? | ? | -14% | -16% | -3% | 2% | ? |
| CNC(=O)Nc1ccc2nc(C)sc2c1 | 0% | -5% | 0% | -3% | 0% | -1% | 21% | -16% |
| CCCNS(=O)(=O)c1ccc(NC(=O)Cc2cccs2)cc1 | 11% | -1% | 10% | 2% | -2% | 1% | 12% | 1% |
| O=C(CSc1nnc(-c2cccc(S(=O)(=O)N3CCCC3)c2)n1-c1ccccc1)Nc1ccc(C(=O)O)cc1 | 6% | 3% | 3% | -13% | . | -7% | 1% | 7% |
| CC(=O)OC(CC(=O)O)C[N+](C)(C)C (centres undefined) | 1% | 12% | -9% | -7% | 5% | -4% | 10% | -8% |
| Oc1c(Cl)cc(Cl)cc1CNn1cnnc1 | -7% | 0% | 0% | 9% | -9% | -5% | -2% | 8% |
| CCOc1ccc(Cl)cc1S(=O)(=O)NCc1ccccn1 | -3% | 4% | 7% | -19% | 10% | -1% | 0% | 10% |
| O=C(O)c1cc(=O)c2ccc(Cl)cc2[nH]1 | 3%&-16%&2%&5% | -9%&-13%&2% | -3%&-15% | 2%&-9%&-5% | . | 2%&2%&2%&-1% | 9%&-2%&-4% | -10%&-4%&-10% |
| COC(=O)c1cccc(S(=O)(=O)N2CCC(NC(=O)NC34CC5CC(CC(C5)C3)C4)CC2)c1 | -2% | -1% | 0% | -5% | 8% | 1% | 0% | -4% |
| N#Cc1cc2c(nc1SCc1ccccc1)CCC2 | -3% | -6% | -5% | -2% | 7% | -5% | -2% | -6% |
| O=C(NCC1CCCCC1)c1cc(S(=O)(=O)N2CCCCC2)ccc1N1CCOCC1 | 2% | 12% | -15% | -13% | 0% | -4% | 4% | -6% |
| CC(=O)N1c2ccc(S(=O)(=O)N3CCCCCC3)cc2CC1C(=O)NCc1ccccc1 (centres undefined) | 6% | -8% | . | . | . | 0% | . | 0% |
| COc1cccc(-c2ccc(-c3noc(-c4ccccc4F)n3)c(OC)n2)c1 | -1% | -7% | ? | -20% | 6%[11.4 µM] | 2% | 5% | -18% |
| COc1ccc(C(C)=O)cc1COc1ccccc1[N+](=O)[O-] | -4% | -2% | 3% | -9% | -10% | -1% | -4% | 10% |
| C=C(C)CN(CC)C(=O)CSc1nc2ncc(Cl)cc2[nH]1 | -6% | 3% | -17% | i | -3% | -1% | 6% | -5% |
| COC(=O)C/C=C/[C@@H](C)[C@@H](/C=N/OC[C@H]1O[C@H](c2ccccc2)C=C[C@@H]1Oc1ccc(OC)cc1)NS(=O)(=O)c1ccc(C)cc1 | -5% | -3% | 1% | -27% | -9% | -2% | -2% | -16% |
| Cc1nnc(NC(=O)C2CCN(c3cnccn3)CC2)s1 | -12% | -2% | -2% | -1% | 5% | -3% | -5% | 1% |
| CCCCCCCN[C@H]1CCC[C@@H]1CCCCCCC(=O)O | 3% | -2% | 1% | i | . | 0% | 7% | -10% |
| CCOC(=O)C1CCCN(C(=O)c2cc3c(=O)[nH]c4ccc(C)cc4c3s2)C1 (centres undefined) | -4% | 4% | . | . | . | -3% | . | 3% |
| Cc1ccc(CCNS(=O)(=O)c2cc(-c3cc(C)no3)ccc2C)cc1 | 5% | -9% | . | . | . | 0% | . | 6% |
| c1cc(-c2nn[nH]n2)ccc1CN1CCCCC1 | -13% | -6% | 4% | -1% | 5% | -4% | -4% | -2% |
| COc1ccc(CCC(N)=O)cc1OC | -5% | -14% | -4% | -12% | . | -5% | 5% | -6% |
| Cc1cc(C(=O)CC#N)c(C)n1-c1c(C)n(C)n(-c2ccccc2)c1=O | -4% | 0% | -9% | 11% | ? | -1% | 3% | -8% |
| O=C(NC1CC(=O)N(c2ccccc2)C1)C1CCCCC1 (centres undefined) | 0% | -11% | . | . | . | 0% | . | -2% |
| CCOC(=O)c1ccc(NC(=S)Nc2ccc3[nH]c(=O)[nH]c3c2)cc1 | -2% | 0% | -16% | 13% | 0% | 0% | 12% | ? |
| O=C1c2ccccc2C(Nc2cccnc2)N1Cc1ccccc1Cl (centres undefined) | 6% | -9% | 3% | -17% | 0% | -2% | 8% | 1% |
| CC(=O)Oc1ccc(Cn2cnc3cc4ccccc4cc32)cc1 | -3% | -5% | -1% | -1% | -8% | -3% | 0% | -16% |
| COc1cccc(C(c2c(NC(=O)c3ccccc3)sc(C)c2C)N2CCN(C)CC2)c1 (centres undefined) | 3% | 3% | ? | -5% | ? | -6% | -1% | -16% |
| Cc1nnc(N(C)C(=O)c2ccc3c(c2)OCO3)s1 | -1% | 2% | -4% | -2% | 6% | 0% | -9% | -5% |
| CN(CC(=O)Nc1ccc(N2CCOCC2)cc1)CC(=O)Nc1ccc(N2CCOCC2)cc1 | 3% | 12% | 7% | i | . | 1% | -4% | ? |
| O=S(NC1CCCCC1)C12CC3CC(CC(C3)C1)C2 (centres undefined) | -20% | -2% | -1% | -14% | -4% | 2% | 1% | -4% |
| O=C(CSc1nc2ccccc2n1CC(=O)N1CCCC1)NCc1ccc2c(c1)OCO2 | 1% | -1% | -2% | 0% | -10% | -2% | -10% | 9% |
| O=C(NCCc1ccc(Cl)cc1)C1CCC(=O)N1Cc1ccc(F)cc1 (centres undefined) | -4% | -3% | 2% | -2% | . | -1% | 2% | -5% |
| Cc1ccc(N2CC(NC(=O)c3cc4ccccc4o3)CC2=O)cc1 (centres undefined) | 5% | -13% | . | . | . | 1% | . | -12% |
| Cc1cccc(C(=O)NCN2CCN(c3ccccc3C#N)CC2)c1 | 4%&-1%&5% | 4%&5%&3% | ? | 16%&0% | . | ? | 10%&2%&0% | 0%&3%&-10% |
| Cc1ccc(C)c(CN2C(=O)c3ccccc3S(=O)(=O)c3ccc(C(=O)OCC4CCCO4)cc32)c1 (centres undefined) | 4% | -6% | . | . | . | 1% | . | 4% |
| O=C1CCSc2ccc(Cl)cc2N1Cc1cccc(Cl)c1 | -15% | 2% | -1% | -5% | 20% | 1% | -2% | -12% |
| Nc1nonc1-n1nnc(C(=O)N/N=C/c2ccccc2)c1CSc1ccc(Cl)cc1 | 2% | ? | 6% | i | -4% | -2% | 0% | 6% |
| Cc1ccc2c(=O)cc(C(=O)Nc3nnc(C)s3)oc2c1 | -9% | -14% | . | . | . | -7% | . | -16% |
| COc1ccc(Cl)cc1NC(=O)Cn1c(=O)n(Cc2ccco2)c(=O)c2ccc(C(=O)NC3CCCC3)cc21 | 4% | ? | . | . | . | -1% | . | 14% |
| O=C(COC(=O)c1cc(=O)[nH]c(=O)[nH]1)NCc1ccccc1 | -6% | -8% | -2% | 0% | 19% | -2% | . | 4% |
| c1ccc(-c2ccc(-c3ccccn3)s2)nc1 | -9% | -11% | ? | -1% | 17% | -3% | 8% | ? |
| Cc1ccc(-n2c(-c3c(-c4ccccc4)noc3C)n[nH]c2=S)cc1 | 2% | 9% | 5% | -9% | . | -1% | 5% | -11% |
| CS(=O)(=O)N1CCN(C(=O)c2cc(-c3ccncc3)nc3ccc(Cl)cc23)CC1 | -3% | -1% | -5% | -6% | . | -2% | 9% | -4% |

High-throughput results: PubChem, National Center for Advancing Translational Sciences (NCATS)
